High-throughput results as filed in PubChem BioAssay.
MC4R antag cAMP: MC4R antagonists of cAMP signaling, primary screen, cell-based, TR-FRET, antagonist arm of biased-ligand search; MC4R-expressing cells, MTII-stimulated cAMP, LANCE TR-FRET; inhibition, % at 6.5 µM; actives 0.48% (n = 360,000); AID 540295, 2011;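 active means inhibition above its plate's cutoff, the mean of tested wells on that plate plus 3 SD, cut at about 29% in these data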;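 further: 0% = Melanotan II alone and 100% = Melanotan II plus saturating MCL0020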
Target sequence (P32245 whole entry, looked up): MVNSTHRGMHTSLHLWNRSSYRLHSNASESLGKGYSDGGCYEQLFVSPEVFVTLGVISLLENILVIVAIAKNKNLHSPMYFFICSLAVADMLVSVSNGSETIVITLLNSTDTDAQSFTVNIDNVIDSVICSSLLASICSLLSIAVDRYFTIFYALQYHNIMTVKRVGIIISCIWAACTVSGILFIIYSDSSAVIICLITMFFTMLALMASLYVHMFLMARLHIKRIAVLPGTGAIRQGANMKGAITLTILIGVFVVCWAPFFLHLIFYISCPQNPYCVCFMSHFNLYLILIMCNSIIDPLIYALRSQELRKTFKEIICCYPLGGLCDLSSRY
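Assay system: U2OS-MC4R stable cell line; Also added: Melanotan II; Technique: Eu-cAMP/anti-cAMP TR-FRET, emission 671 nm; Times: 30-min compound, 1-h challenge, 1-h detection, room temperature.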
ABHD5-PLIN5 inh: ABHD5-PLIN5 interaction inhibitors, primary screen, cell lysate, split luciferase complementation, luminescence. inhibition, % at 4 µM. AID 602281, 2012. Perilipin-5 (Homo sapiens) + 1-acylglycerol-3-phosphate O-acyltransferase ABHD5 (Homo …. Split G. princeps luciferase complementation, 4 h. actives 0.78% (n = 360,000);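 active means inhibition above the mean inhibition across every tested compound plus 3 SD, cut at about 22% in these data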;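 further: 0% = DMSO only wells and the 100% control is not disclosed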
Exocytosis inh: LAMP-1 surface exposure blockers, TALL-104 cells – cell-based, flow cytometry, MLPCN library, primary screen; TALL-104 LAMP-1 surface exposure; cells stimulated with thapsigargin and PMA; inhibition, % at 10 µM; actives 0.66% (n = 360,000); AID 651702, 2012;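 active means inhibition above about 55%, limit read from the data; inconclusive means no clear call, values can overlap the other calls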
PDI inh: inhibitors of human PDI, primary screen, biochemical, turbidity, single point, plate reader | Protein disulfide-isomerase (Homo sapiens), P07237 | PDI insulin aggregation turbidity, A650, 90 min | inhibition, % at 10 µM | actives 0.052% (n = 350,000) | AID 588391, 2011;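 active means mean inhibition across replicates of 30% or more, whatever share of single replicates reach that level; inconclusive means mean inhibition below 30% while every single replicate reaches 30%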;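 further: absorbance from insulin aggregation driven by PDI reduction with DTT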
Target sequence (P07237 whole entry, looked up): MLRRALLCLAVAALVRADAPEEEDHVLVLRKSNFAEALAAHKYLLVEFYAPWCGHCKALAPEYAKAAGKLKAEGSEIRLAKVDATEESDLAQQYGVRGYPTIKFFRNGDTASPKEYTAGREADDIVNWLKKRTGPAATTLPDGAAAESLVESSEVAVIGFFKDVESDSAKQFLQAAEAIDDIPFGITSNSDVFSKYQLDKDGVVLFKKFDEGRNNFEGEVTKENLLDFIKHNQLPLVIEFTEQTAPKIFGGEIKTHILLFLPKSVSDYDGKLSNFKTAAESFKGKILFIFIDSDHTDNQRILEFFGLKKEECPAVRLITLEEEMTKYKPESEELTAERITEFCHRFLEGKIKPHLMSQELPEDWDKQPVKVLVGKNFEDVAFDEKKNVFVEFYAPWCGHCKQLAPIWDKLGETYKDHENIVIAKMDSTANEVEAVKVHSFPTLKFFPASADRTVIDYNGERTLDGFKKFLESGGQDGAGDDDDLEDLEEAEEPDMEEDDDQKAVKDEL
Cardio protect: cardioprotection against H2O2-induced cell death, primary screen, uHTS, H9c2 cells, ATPLite luminescence; actives 0.63% (n = 360,000); H9c2 cardiomyocytes, H2O2 injury protection, 2 h; AID 588492, 2011; protection from H2O2 cell death, % at 20 µM;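 active means compounds giving at least 50% protection of heart cells from peroxide-induced death in the single-dose screen, raw or plate-pattern-corrected value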;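 further: 0% = DMSO wells with peroxide and 100% = DMSO wells without peroxide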
CaV13 FRET inh: Primary screen for inhibitors of IQ motif and Ca2+-dependent inactivation inhibitor domain binding in CACNA1D, Förster resonance energy transfer in living cells, …. HEK cells, CFP/YFP FRET ICDI-IQ, plate reader, 10 min; percent FRET-ratio fall versus neutral wells. inhibition, % at 12.3 µM. actives 0.098% (n = 340,000). AID 743397;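 active means mean replicate inhibition of at least 30% and at least 1% of replicates passing that level; inconclusive means only one of the two criteria is met; inactive means neither criterion is met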;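 further: 0% = median of the neutral control wells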
MC4R barr agon: MC4R agonists recruiting beta-arrestin, primary screen, cell-based, luminescence, agonist arm of biased-ligand search | Melanocortin receptor 4 (Homo sapiens), P32245 | U2OS MC4R beta-arrestin complementation; percent of melanotan II response, DMSO zero | activation, % at 8.9 µM | actives 0.98% (n = 360,000) | AID 540308, 2011;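 active means activation above a per-plate cutoff, the mean activation of sample wells on that plate plus 3 SD, cut at about 8% in these data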
HTR2A ag: mouse Htr2a agonists via beta-arrestin recruitment, primary screen, cell-based, luminescence. activation, % at 7.6 µM. AID 624169, 2012. actives 0.66% (n = 360,000). 5-hydroxytryptamine receptor 2A (Mus musculus), P35363. CHO-K1 mHTR2A beta-arrestin complementation; percent of 30 µM serotonin response;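 active means activation above a run cutoff, the mean activation of all tested compounds plus 3 SD, cut at about 14% in these data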;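 further: 0% = plate median of compound wells and 100% = 30 µM serotonin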
ABCB6 inh MLPCN: ABCB6 transporter inhibitors, primary screen, K562-ABCB6 cells, flow cytometry, MLPCN library | ATP-binding cassette sub-family B member 6 (Homo sapiens), Q9NP58 | K562-ABCB6 porphyrin accumulation, 1 h; active compounds read low | fluorescence ratio to DMSO, % at 10 µM | actives 0.19% (n = 360,000);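 active means fluorescence ratio to DMSO below 75%, the collection mean minus 3 SD; inconclusive means too few cells collected in the well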;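 further: signal is porphyrin accumulated inside mitochondria; 100% equals median channel fluorescence of DMSO control wells; lower ratio means ABCB6 inhibition with less porphyrin fluorescence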
Glyco luc inh: increase of ERlucT glycosylation luciferase signal, primary screen, N-linked glycosylation inhibitor project, D54 ERlucT cells, luminescence, set 2. reporter increase, % at 12.5 µM. AID 588692, 2011. D54 ERlucT glycosylation luciferase reporter, 24 h; percent of 100 nM tunicamycin response. actives 0.23% (n = 360,000);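 active means mean luciferase reporter signal, scaled so untreated is 0 and the glycosylation-blocking control 100, at or above a set limit in every replicate; inconclusive means mean reaches the limit but not every replicate does; inactive means mean below the limit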;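 further: luciferase carries N-glycosylation sites so blocking glycosylation raises the light; 0% = median of neutral control wells and 100% = median of 100 nM tunicamycin wells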
Numbers without * were called inactive; ? = inconclusive; . = no result given; & = joins results of further samples. Compounds as they come; any-hit rate near 4.2%.

SMILES	MC4R antag cAMP	ABHD5-PLIN5 inh	Exocytosis inh	PDI inh	Cardio protect	CaV13 FRET inh	MC4R barr agon	HTR2A ag	ABCB6 inh MLPCN	Glyco luc inh
CC1CN(C(=O)c2ccccc2Nc2ccc(SC(F)F)cc2)CC(C)O1 (centres undefined)	6	-4	-4	7	0	-8	0.2	0	92	-2
CCOC(=O)c1c(NC(=O)c2c(-c3ccccc3)noc2C)sc(C)c1-c1ccccc1	4	-1	0	1	-16	.	-1.4	-6	100	-9
Cc1ccc(OCCNC(=O)CCc2nc3sc4c(c3c(=O)[nH]2)CCCC4)cc1	8	-1	-2	8	-2	-7	2.6	3	95	-2
CCOC(=O)N1CCN(Cc2nc3cc(NC(=O)C(C)C)ccc3n2C)CC1	-1	-4	-3	-1	2	-3	0.2	5	96	0
Cc1cccc(Nc2nc(-c3ccccn3)cs2)n1	10	-2	0	9	-13	-8	-4.6	-3	93	-9
CC(=O)Nc1ccc(S(=O)(=O)NCCc2csc(C)n2)cc1	6	1	2	0	-1	-6	-0.2	1	98	0
C=CCC[C@@H](Cc1ccc(F)cc1)C(=O)OC[C@@H](Cc1c[nH]c2ccccc12)NC(=O)[C@H](CC=C)CC(=O)NCCO	6	6	6	?	4	-10	0.4	1	95	0
CCOC(=O)C1CC(=NO)c2ccc(OC)c(OC)c2C1 (centres undefined)	-9	0	-6	-2	-4	-21	-1.5	-1	96	4
CCc1cc(=O)oc2cc(OCC(=O)NCCCN3CCOCC3)c(Cl)cc12	7	-4	2	-2	1	-3	-1.3	-3	98	0
O=S(=O)(NC1CC2CCC1C2)c1ccc(Br)cc1 (centres undefined)	7	0	-8	0	-2	-2	4.3	-2	97	2
CCOC(=O)c1ccc(CNC(=O)CCC(=O)O)cc1	5	7	3	3	10	-5	1.9	0	111	0
CC1=NN(C(=O)Cc2ccccc2)C(O)(c2ccccc2)C1 (centres undefined)	25	-2	-2	-1	4	1	4.4	2	106	-3
Cc1ccc(NS(=O)(=O)c2cc(C(=O)Nc3cccc(N(C)S(C)(=O)=O)c3)ccc2C)c(C)c1	2	1	6	3	-4	-5	-0.8	6	97	-6
CCNc1nc2ccccc2[nH]1	10	4	0	-12	3	-4	2.3	-3	98	-1
C[C@H](NC(=O)[C@@H]1Cc2ccccc2CN1)C(=O)NCC1CCCO1 (some centres undefined)	14	-3	-5	2	5	-6	-1.9	4	100	1
COc1ccc(-c2nnc(CSc3nc4ccccc4c(=O)n3CC3CCCO3)o2)cc1OC (centres undefined)	13	1	0	4	26	-2	-1.2	2	98	-3
O=C(O)/C=C/C(=O)Nc1ccc(Cl)c(C(=O)O)c1	3	-4	-1	2	1	-20	-2.2	6	100	0
Cc1ccc(S(=O)(=O)c2c(N)n(-c3ccccc3)c3nc4ccccc4nc23)cc1	4	-2	1	-9	11	-3	-3.0	1	98	0
C/C(=N\OC(=O)c1ccc(F)cc1)c1sc(-c2ccc(Cl)cc2)nc1C	-10	-6	-2	10	5	-5	-2.0	1	94	-2
Cc1cc(C(=O)N/N=C/c2ccc(O)c([N+](=O)[O-])c2)n[nH]1	-17	0	12	-3	-3	2	-2.3	0	104	0
COc1ccc(CNS(=O)(=O)c2ccc(C)cc2)cc1	4	2	26	-11	0	-11	-1.5	-1	83	0
CC(C)(C)SC(=O)C[C@@H]1NS(=O)(=O)OC2CCCCC21 (some centres undefined)	6	4	26	-5	5	-3	-0.7	-2	101	0
CCCN1CCN(C(=O)Cn2nc(C)n3c(cc4c(OC)cccc43)c2=O)CC1	8	-3	0	-1	1	-16	-2.4	3	101	0
COC(=O)c1cc(-c2cccc([N+](=O)[O-])c2)c2c(=O)[nH]c(=O)n(C)c2n1	1	-2	22	-7	11	-18	-0.1	-12	103	8
O=C(NC(=S)Nc1cccc(Cl)c1N1CCCCC1)c1ccc2c(c1)OCCO2	-24	9	8	-10	2	-4	-1.3	5	107	7
O=C1C(Nc2ccccc2)=C(N2CCCCC2)C(=O)c2ccccc21	-3	-35	2	21	-30	-7	-1.0	3	112	-11
CN1C2CCC1CC(OC(=O)c1c[nH]c3ccccc13)C2 (centres undefined)	10&-4	6&1	6&-5	6&9	15&5	-5&-8	0.3&-0.8	3&-6	100&93	2&-1
CCC(C)(C)n1nnnc1C(C(C)C)N1CCN(C(=O)c2ccco2)CC1 (centres undefined)	2	-4	11	3	0	-5	-0.2	0	98	1
CCC(=Nc1ccccc1OC)C1=C(O)CC(c2ccccc2)CC1=O (centres undefined)	16	0	-9	6	-2	-4	-2.4	-2	102	3
COc1cc2nc(CN3C(=O)c4ccccc4C3=O)oc(=O)c2cc1OC	1	0	0	1	16	-5	1.0	7	102	-1

2 entries picked at random from the list so far:
SMILES	MC4R antag cAMP	ABHD5-PLIN5 inh	Exocytosis inh	PDI inh	Cardio protect	CaV13 FRET inh	MC4R barr agon	HTR2A ag	ABCB6 inh MLPCN	Glyco luc inh
CN1C2CCC1CC(OC(=O)c1c[nH]c3ccccc13)C2 (centres undefined)	10&-4	6&1	6&-5	6&9	15&5	-5&-8	0.3&-0.8	3&-6	100&93	2&-1
COC(=O)c1cc(-c2cccc([N+](=O)[O-])c2)c2c(=O)[nH]c(=O)n(C)c2n1	1	-2	22	-7	11	-18	-0.1	-12	103	8

Later entries
SMILES	MC4R antag cAMP	ABHD5-PLIN5 inh	Exocytosis inh	PDI inh	Cardio protect	CaV13 FRET inh	MC4R barr agon	HTR2A ag	ABCB6 inh MLPCN	Glyco luc inh
C=CCn1c(SCC(=O)N(C)C2CCS(=O)(=O)C2)nc2ccccc2c1=O (centres undefined)	21	-6	-1	2	7	-10	-0.2	3	98	1
CCOc1cc2c(cc1OCC)CN(CC(=O)Nc1ccccc1C(=O)NC1CC1)CC2	-1	2	6	-11	2	-2	-1.1	0	101	0
Clc1ccc(Cn2cc(/C=N/n3cnnc3)c3ccccc32)cc1	12	3	-2	-4	-24	-3	6.1	-8	85	-5
O=C(NC1CCCCCC1)c1nnc(Cc2ccc(Cl)cc2)o1	9	-10	2	-10	8	-6	4.1	1	95	0
CCOc1ccc(S(=O)(=O)NCCC(=O)N(C)CC(=O)Nc2ccc(N3CCOCC3)cc2)cc1	-1	4	11	0	1	-5	-2.8	-5	86	1
O=C(COC(=O)CNC(=O)c1sc2ccccc2c1Cl)Nc1cc(Cl)cc(Cl)c1	-1	-2	-2	-13	-15	-19	-1.3	1	99	1
C=CCC(NCc1ccccc1)c1ccccc1 (centres undefined)	1	16	0	-1	-1	-6	1.2	0	98	0
CCC(CO)Nc1ccn2nc(-c3cccc(Cl)c3)cc2n1 (centres undefined)	7	-2	17	-4	-6	-4	0.3	0	95	1
O=C(CN(Cc1ccccc1)S(=O)(=O)c1ccc(Br)cc1)NCC1CCCO1 (centres undefined)	10	-7	-2	1	-1	-6	-1.2	-9	89	-1
CCOc1ccc(C(C(=O)NC2CCCC2)N(C(=O)c2snc(C(N)=O)c2N)c2cccc(O)c2)cc1 (centres undefined)	12	-23	6	-4	81*	-5	2.2	10	94	-4

An excerpt from above in order of the MC4R antag cAMP value, falling.
SMILES	MC4R antag cAMP	ABHD5-PLIN5 inh	Exocytosis inh	PDI inh	CaV13 FRET inh	MC4R barr agon	HTR2A ag	ABCB6 inh MLPCN	Glyco luc inh
C=CCn1c(SCC(=O)N(C)C2CCS(=O)(=O)C2)nc2ccccc2c1=O (centres undefined)	21	-6	-1	2	-10	-0.2	3	98	1
CCOc1ccc(C(C(=O)NC2CCCC2)N(C(=O)c2snc(C(N)=O)c2N)c2cccc(O)c2)cc1 (centres undefined)	12	-23	6	-4	-5	2.2	10	94	-4
Cc1cccc(Nc2nc(-c3ccccn3)cs2)n1	10	-2	0	9	-8	-4.6	-3	93	-9
CC1CN(C(=O)c2ccccc2Nc2ccc(SC(F)F)cc2)CC(C)O1 (centres undefined)	6	-4	-4	7	-8	0.2	0	92	-2
C/C(=N\OC(=O)c1ccc(F)cc1)c1sc(-c2ccc(Cl)cc2)nc1C	-10	-6	-2	10	-5	-2.0	1	94	-2

Limited to ABHD5-PLIN5 inh and MC4R antag cAMP (four entries from above):
canonical_smiles	ABHD5-PLIN5 inh	MC4R antag cAMP
O=C(NC1CCCCCC1)c1nnc(Cc2ccc(Cl)cc2)o1	-10	9
CCOc1ccc(S(=O)(=O)NCCC(=O)N(C)CC(=O)Nc2ccc(N3CCOCC3)cc2)cc1	4	-1
O=C(COC(=O)CNC(=O)c1sc2ccccc2c1Cl)Nc1cc(Cl)cc(Cl)c1	-2	-1
C=CCC(NCc1ccccc1)c1ccccc1 (centres undefined)	16	1

The list goes on:
SMILES	MC4R antag cAMP	ABHD5-PLIN5 inh	Exocytosis inh	PDI inh	Cardio protect	CaV13 FRET inh	MC4R barr agon	HTR2A ag	ABCB6 inh MLPCN	Glyco luc inh
CCOC(=O)c1ccc(NC(c2ccc(N(C)C)cc2)P(=O)(OC(C)C)OC(C)C)cc1 (centres undefined)	21	3	-2	3	-4	-5	1.6	-3	97	1
CSc1snnc1-c1ccccc1	2	3	0	6	3	-4	-1.8	-2	97	0
COCCn1c(C)cc(C(=O)CSc2nc3ccccc3c(=O)n2Cc2ccco2)c1C	13	-4	12	-3	12	-5	3.1	6	93	-11
COc1ccc2c(c1)CCCC21NC(=O)N(CC(=O)NC(=O)NCc2ccccc2)C1=O (centres undefined)	5	9	-1	0	-2	-5	-1.1	1	104	3
Cc1nc2nc(-c3ccco3)[nH]n2c(=O)c1C	-4	8	-2	-2	0	-8	0.1	3	92	0
O=C(N/N=C/c1cccc(Oc2ccccc2)c1)c1ccc(O)cc1O	2	2	5	-4	-8	-6	2.8	2	98	0
CCOc1ccc2nc(NC(=O)CSC3=NCCS3)sc2c1	1	-16	-3	7	-20	-5	0.5	-2	100	0
Cn1c[n+](C)cc1/C=N/O	7	7	1	-4	-1	-4	-2.1	-1	96	-2
CCN(CC)CCN1C(=O)C(O)=C(C(=O)c2cccs2)C1c1ccccn1 (centres undefined)	4	0	-5	5	19	-8	-2.2	-3	102	3
CN(CC(=O)NCc1ccc(F)cc1)Cc1ccc(Br)cc1	2	0	4	-66	-8	-2	-0.7	-3	98	-2
